OX1R antag-1: blocks the human orexin 1 receptor | O43613 | OX1R-expressing cells, FRET antagonist read-out | inhibition, % at 6.6 µM | 330,000 tested, 1.8% active | AID 485270; in the data active = inhibition mostly above about 38%, no sharp cut-off; inactive = mostly below about 40%;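 note: 0% = agonist challenge alone and 100% = reference antagonist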
Target sequence (O43613 whole entry, looked up): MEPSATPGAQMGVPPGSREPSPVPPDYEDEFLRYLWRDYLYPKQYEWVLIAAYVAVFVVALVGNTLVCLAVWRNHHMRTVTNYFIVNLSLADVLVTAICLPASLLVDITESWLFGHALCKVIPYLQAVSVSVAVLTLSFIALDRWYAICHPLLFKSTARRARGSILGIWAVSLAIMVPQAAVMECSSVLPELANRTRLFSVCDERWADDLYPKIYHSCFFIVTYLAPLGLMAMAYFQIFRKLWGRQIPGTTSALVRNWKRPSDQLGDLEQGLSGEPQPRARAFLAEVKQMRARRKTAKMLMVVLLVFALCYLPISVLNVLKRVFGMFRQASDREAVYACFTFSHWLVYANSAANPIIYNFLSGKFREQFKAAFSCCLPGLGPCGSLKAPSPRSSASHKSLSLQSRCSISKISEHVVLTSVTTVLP
OX1R antag-2: blocks the human orexin 1 receptor | AID 434989 | CHO/OX1R cells, Fluo-8 calcium fluorescence, orexin A | O43613 | inhibition, % at 5 µM | 330,000 tested, 0.43% active;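 active = inhibition above its plate's threshold, mean inhibition of all tested compounds on the plate plus 3 SD, cut at about 37% in these data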;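 note: 0% = orexin A challenge wells and 100% = SB-334867-A antagonist wells; not every result past the cut was called active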
Numbers without * were called inactive. Rows were taken by chance. Share with any hit: about 2.1%.

The line under a structure holds: OX1R antag-1 | OX1R antag-2
CCOc1ccccc1NC(=O)CSc1ncnc2c1oc1ccccc12
  2 | -9
CC(NC(=O)C1c2ccccc2Oc2ccccc21)C1CCCO1 (centres undefined)
  12 | -18
O=C(COC(=O)/C=C/c1ccco1)NCc1ccccc1
  13 | -9
CCOc1cc(/C=N\NC(=O)CC(=O)NCCc2ccccc2)ccc1O
  12 | 3
COc1cc2c(cc1OC)C(=O)N(C)CC2
  14 | -9
Cc1ccnc(N2CCCC(C(=O)NCc3cccs3)C2)n1 (centres undefined)
  4 | -16
CCc1ccc(/C(C)=N/NC(=O)c2c[nH]c3ccccc23)s1
  8 | -18
COc1ccc(CNC(=O)c2cccc(S(=O)(=O)N3CCCCC3)c2)cc1OC
  8 | 12
CC1CC(C)CN(S(=O)(=O)c2ccc(C(=O)N3CCN(c4ccccc4)CC3)cc2)C1 (centres undefined)
  2 | -1
O=C(O)Cc1ccc(NC(=O)c2ccc(NC(=O)c3ccco3)cc2)cc1
  9 | -2
COc1cccc(/C=C2\SC(=O)N(CCC(=O)NC3CCS(=O)(=O)C3)C2=O)c1 (centres undefined)
  39 | 1
COc1ccccc1CN(C)C(=O)c1cc(C)nc2ccccc12
  10 | -19
CCOc1cc(/C=C2/NC(=O)N(CC(=O)Nc3cccc(C)c3)C2=O)ccc1OC
  8 | -21
C#CCOCCOCCOCCNc1nc(N2CCN(C(=O)CCCCCCCCCCNC(=O)Cn3cc(CCCCCN)nn3)CC2)nc(N2CCN(C(=O)CCCCCCCCCCNC(=O)Cn3cc(C[C@@H](C)O)nn3)CC2)n1
  -19 | 13
O=C(NCc1ccccc1)C1=C[C@H](c2ccccc2)C[C@H](OCc2ccc(CO)cc2)O1
  30 | 7
O=C(COC(=O)Cc1ccc(Cl)cc1Cl)Nc1ccccc1OC(F)F
  -1 | -16
COC(=O)c1ccc(NC(=O)C2C3C=CC(O3)C2C(=O)O)cc1 (centres undefined)
  4 | 1
COc1cc(C(=O)Nc2ccccc2N2CCN(S(C)(=O)=O)CC2)cc(OC)c1OC
  1 | -26
COc1nc(Nc2cccc([N+](=O)[O-])c2)nc(OC)n1
  13 | -23
O=C(CCS(=O)(=O)c1cccc2nonc12)NCCc1ccccc1
  87* | -28
Cc1cccn2c(=O)nc(SCC(=O)N3CCCC3)nc12
  4 | 3
CCCCNS(=O)(=O)c1ccc(OC)c2ncccc12
  10 | -26
CCNC(=O)NC(=O)C(C)Sc1nc2cc(C(=O)OC)ccc2c(=O)n1-c1ccccc1 (centres undefined)
  15 | -13
Cc1c(NC(=O)Nc2cccc([N+](=O)[O-])c2)c(=O)n(-c2ccccc2)n1C
  33 | -15
Clc1ccc(CCNc2nc3ccccc3n3nnnc23)cc1
  0 | -17
CCN(CC)C(=O)c1c[nH]c2ccc(S(=O)(=O)Nc3cc(C)cc(C)c3)cc2c1=O
  21 | 0
CCC(=O)c1ccc(OC(=O)c2cccs2)cc1
  26 | 3
N#C/C(=C\c1c(N2CCC(C(N)=O)CC2)nc2ccccn2c1=O)S(=O)(=O)c1ccc(Cl)cc1
  9 | -8
Cc1oc(-c2ccc(Cl)cc2)cc1-c1nn2c(-c3ccoc3C)nnc2s1
  0 | 4
CC[N+](C)(CC)CC(O)COCC1COc2ccccc2O1 (centres undefined)
  9 | -10
Cc1nc(-c2c(-c3ccc(O)cc3O)noc2C(F)(F)F)cs1
  24 | -10
COC(=O)c1cccc(NC(=O)Nc2ccc(Cl)cc2Cl)c1
  27 | -15
O=C(CNC(=O)c1ccccc1F)NCCc1ccc(Cl)cc1Cl
  26 | -10
CC(C)(C(=O)O)n1cncn1
  8 | 6
CCOc1ccc2[nH]c(=O)c(CN(CC3CCCN3CC)C(=O)NCc3ccccc3)cc2c1 (centres undefined)
  17 | -20
Cc1cc(N2CC(C)OC(C)C2)nc(C(C)C)n1 (centres undefined)
  20 | -5
c1ccc(Cn2ncc3c(NCc4ccco4)ncnc32)cc1
  6 | -10
N#Cc1ccccc1NC(=O)C(=O)NCCCN1CCCC1=O
  16 | -1
O=C(NCCO)/C(=C\c1ccc([N+](=O)[O-])o1)NC(=O)c1ccccc1
  65* | -15
CCOC(=O)c1ccccc1NS(=O)(=O)c1ccc(OC)cc1
  8 | -13
COc1ccc(N2CCN(C(=O)c3ccc(C)cc3)CC2)c([N+](=O)[O-])c1
  16 | -18
CC1C(=O)NN=C1C(=O)N/N=C/c1cccs1 (centres undefined)
  7 | -14
Cc1ccc(C(=O)ONc2ccc(N=O)cc2)cc1
  24 | -14
OC(COCc1ccco1)CN1CCN(C(c2ccccc2)c2ccccc2)CC1 (centres undefined)
  24 | -45
OC(c1ccc(F)cc1)C(CN1CCOCC1)c1ccccc1 (centres undefined)
  -2 | -31
COc1ccccc1Nc1ccc(NS(=O)(=O)c2ccc(C(C)=O)cc2)cc1
  0 | 5
Cc1cccc(N2CCN(C(=O)C3CCN(S(=O)(=O)c4cccnc4)CC3)CC2)c1C
  2 | -7
O=C(OCC(F)(F)C(F)F)c1ccccc1C(=O)Oc1ccc(F)cc1F
  15 | -14
Cn1cnc2cc(NS(=O)(=O)c3ccc(Br)cc3)ccc21
  5 | -7
CS(=O)(=O)N(Cc1ccc(Cl)cc1)c1ccc(C(=O)Nc2cccnc2)cc1
  11 | -5
C/C(=N\NC(=O)CCc1ccc(S(=O)(=O)N2CCOCC2)cc1)c1ccc(OC(F)F)cc1
  13 | -22
N#C/C(=C\c1ccccc1)C(=O)NC(=O)Oc1ccccc1
  24 | 4
C[N+](C)(C)CC(=O)N/N=C/c1c2ccccc2cc2ccccc12
  12 | -10
O=C(C1=C(O)C(=O)N(CCN2CCOCC2)C1c1cccc(Br)c1)c1cccs1 (centres undefined)
  8 | 3
COc1ccccc1C(CC(N)=O)c1ccco1 (centres undefined)
  6 | -2
O=[N+]([O-])c1cccnc1N1CCN(Cc2ccc3c(c2)OCO3)CC1
  12 | -23
NC(=O)c1ccc(N=C2C(=O)Nc3ccc([N+](=O)[O-])cc32)cc1
  84* | -8
FC(F)Sc1ccc(NC(=S)NC2CCCCC2)cc1
  42* | 24
COc1cccc(NC(=O)C2CCOC2=O)c1 (centres undefined)
  1 | -2
CC(C(=O)N1CCCC1)N(C)CC(=O)Nc1cccc(F)c1 (centres undefined)
  10 | -16

Records listed above that bear a hit mark in OX1R antag-1.
The line under a structure holds: OX1R antag-1 | OX1R antag-2
O=C(CCS(=O)(=O)c1cccc2nonc12)NCCc1ccccc1
  87* | -28
O=C(NCCO)/C(=C\c1ccc([N+](=O)[O-])o1)NC(=O)c1ccccc1
  65* | -15
NC(=O)c1ccc(N=C2C(=O)Nc3ccc([N+](=O)[O-])cc32)cc1
  84* | -8
FC(F)Sc1ccc(NC(=S)NC2CCCCC2)cc1
  42* | 24

(list continues)
The line under a structure holds: OX1R antag-1 | OX1R antag-2
CC1=C([N+](=O)[O-])C(c2ccccc2Cl)NC(=O)N1 (centres undefined)
  -2 | -8
Cc1nn(C(=O)c2nn(C)cc2Cl)c(C)c1Br
  8 | -17
CCN1CCN(c2c(Cl)cccc2NC(=O)c2ccc3nsnc3c2)CC1
  19 | -41
O=C(Nc1ccccc1)c1ccccc1CC[N+](=O)[O-]
  17 | -17
COc1ccc(C(=O)N2CCCCCCC2)cc1OC1CCN(C(C)C)CC1
  8 | -1
CN(CC(=O)Nc1ccc(F)cc1)CC(=O)N1CCCCCC1
  -2 | -20
CC1=C(C(=O)OC(C)C)C(c2ccc(C)o2)NC(=O)N1 (centres undefined)
  20 | -20
CN(CCc1ccccn1)C(=O)Nc1ccc(C(C)(C)C)cc1
  0 | -8
CCn1c(C)nc2cc(NC(=O)Nc3cccc(C(C)=O)c3)ccc21
  -4 | -42
Cn1nnnc1Sc1ncnc2scc(-c3ccc(-c4ccccc4)cc3)c12
  16 | -3
O=C(Nc1cccc(O)c1)c1noc2c1CCc1ccccc1-2
  37* | 40
COc1ccccc1-c1nnc(SCC(=O)Nc2nc(-c3ccccc3)cs2)n1C
  47 | -20
CC1=C(C(=O)N(C)C)C(c2cccc(Cl)c2)NC(=O)N1 (centres undefined)
  6 | -5
COc1ccccc1CNC(=O)CN1NS(=O)(=O)c2ccccc2C1=O
  13 | -19
Cc1ccc2c(c1)-n1c(nc3ccccc3c1=O)C(Cc1ccccc1)NC2=O (centres undefined)
  10 | -6
N=c1n(CCN2CCCCC2)c2ccccc2n1CC(=O)c1cccs1
  24 | -33
COc1ccc(S(=O)(=O)N2CCOCC2)cc1NC(=O)Cn1nnc2ccccc2c1=O
  12 | -10
COc1ccccc1/C=C/C(=O)Oc1cccc2cccnc12
  42 | -17
O=[N+]([O-])c1ccc(Nc2nc(NC3CCCCC3)nc(N3CCCC3)n2)cc1
  14 | -35
CCOC(=O)Cn1c(O)c(N=NC(=O)OC)c2ccccc21
  12 | 8
S=C(N/N=C/c1ccccc1)N1CCOCC1
  9 | -11
Cc1ccccc1OCC(O)CN1CCC(C)CC1 (centres undefined)
  10 | 4
Cc1c(C(=O)N2CCN(C3CCS(=O)(=O)C3)CC2)oc2c(F)cccc12 (centres undefined)
  16 | 8
CN(Cc1cccc(F)c1)C(=O)c1ccc(NS(=O)(=O)c2ccc3[nH]c(=O)[nH]c3c2)cc1
  18 | -3
CCOC(=O)C1=C(C)N(CCCC(=O)O)C(=O)NC1c1ccc([N+](=O)[O-])cc1 (centres undefined)
  30 | -10
Cc1noc(C)c1COC(=O)Cc1ccc(Cl)c(Cl)c1
  13 | -29
COc1ccccc1NS(=O)(=O)c1ccc(Cl)c(NC(=O)C(C)N2C(=O)c3ccccc3C2=O)c1 (centres undefined)
  20 | -11
COc1cccc(S(=O)(=O)Nc2noc3ccccc23)c1
  -1 | -24
Cc1cc(NC(=O)CN2CCCCC2)no1
  7 | -8
CCCC(CCC)n1[nH]c(=O)c2c(C)cc(C)nc21
  18 | -23
CC(C)(C)N1CC(C(=O)O)CC1=O (centres undefined)
  7 | 4
Cn1c(SCC(=O)Nc2ccccc2)nnc1C(F)(F)F
  9 | -8
Cc1ccc(C(=O)N/C(=C\c2ccc3c(c2)OCO3)C(=O)Nc2ccc(C(=O)O)cc2)cc1
  10 | 6
Cc1cccc(C(=O)OCC(=O)Nc2ccccc2C(=O)NC2CC2)c1
  2 | -4
COc1ccc(CN2C(=O)[C@@H]3Cc4c([nH]c5ccccc45)C(C)(C)N3C2=O)cc1
  6 | -13
CON(c1nc(N(C)C)nc(N(C)C)n1)S(=O)(=O)c1ccccc1Cl
  31* | 1
COc1ccc2c(c1)c(C(C)=O)c(C)n2CCc1ccc(OC)c(OC)c1
  7 | -24
O=C(CNS(=O)(=O)c1c(Cl)cccc1Cl)OCc1csc(-c2ccccc2)n1
  33 | 14
O=c1c2ccccc2nc2n1CCN2Cc1ccc(Cl)cc1
  22 | 13
C=CCn1c(SCC(=O)NC2CCCCC2)nnc1-c1sc(N)nc1C
  23 | 1

Reformatted: results already given.
SMILES	OX1R antag-1	OX1R antag-2
CCOc1cc(/C=C2/NC(=O)N(CC(=O)Nc3cccc(C)c3)C2=O)ccc1OC	8	-21
C#CCOCCOCCOCCNc1nc(N2CCN(C(=O)CCCCCCCCCCNC(=O)Cn3cc(CCCCCN)nn3)CC2)nc(N2CCN(C(=O)CCCCCCCCCCNC(=O)Cn3cc(C[C@@H](C)O)nn3)CC2)n1	-19	13
O=C(NCc1ccccc1)C1=C[C@H](c2ccccc2)C[C@H](OCc2ccc(CO)cc2)O1	30	7
O=C(COC(=O)Cc1ccc(Cl)cc1Cl)Nc1ccccc1OC(F)F	-1	-16
COC(=O)c1ccc(NC(=O)C2C3C=CC(O3)C2C(=O)O)cc1 (centres undefined)	4	1

Further records:
The line under a structure holds: OX1R antag-1 | OX1R antag-2
O=C(Nc1ccc(S(=O)(=O)Nc2ncccn2)cc1)c1cccc(S(=O)(=O)N2CCCC2)c1
  5 | 0
O=C(N/N=C/c1cccc(O)c1)NC1CCCCC1
  8 | -11
CC(C)CC1NC(=O)c2ccc(Cl)cc2-n2c1nc1ccc(F)cc1c2=O (centres undefined)
  4 | -12
CCN(CC)C(=O)c1[nH]cnc1C(=O)Nc1ccon1
  4 | -9
CCn1c(COc2ccc(=O)n(-c3ccccc3)n2)nnc1SCc1ccc(C)cc1
  20 | -27
CC1CN2C(c3ccc([N+](=O)[O-])cc3)=CSC2=N1 (centres undefined)
  41 | 0
Cc1cccc(-c2nc(C#N)c(N3CCCCCC3)o2)c1
  9 | -1
Cc1ccc(C)c(S(=O)(=O)N2CCCCC2CCNC(=O)C(=O)NCc2cccnc2)c1 (centres undefined)
  21 | -20
CCCC1=C(C(=O)OCC)C(c2ccc(N(C)C)cc2)n2ncnc2N1 (centres undefined)
  11 | -22
COC(=O)C(NC(=O)c1ccccc1)(Nc1cc(C)cc(C)n1)C(F)(F)F (centres undefined)
  21 | -30
O=C(COc1ccc2c3c(c(=O)oc2c1)CCC3)N1CCN(c2ccccc2)CC1
  19 | -25
CC(=O)Nc1cccc(N=NN2CCCCC2)c1
  13 | -25
O=c1[nH]c(CN2CCOCC2)nc2cc(Cl)ccc12
  9 | 5
c1ccc(Nc2c(-c3ccco3)nc3ccccn23)cc1
  9 | -29
CC(=O)N=C1SC2CS(=O)(=O)CC2N1c1ccc(-c2nc3ccc(C)cc3s2)cc1 (centres undefined)
  6 | -7
CN(CCC#N)C(=O)Cn1nc(Cc2ccncc2)c2ccccc2c1=O
  7 | -11
O=C(CN1CCOc2ccccc21)NCc1cccs1
  9 | -11
Cc1cc(C(=O)CCC(=O)NNC(=O)c2ccccc2O)c(C)s1
  27 | -3
O=C(C[C@H]1C[C@H](C(=O)N2CCCCC2)[C@@]2(CCc3ccccc3)c3[nH]c4ccc(Cl)cc4c3CCN2C1=O)NCCCn1ccnc1
  6 | 4
COC(CNC(=O)c1ccc(CS(=O)(=O)c2c(Cl)cccc2Cl)o1)OC
  -1 | -11
COc1ccccc1NC(=O)C(NC(=O)c1ccc(C)cc1)c1ccccc1 (centres undefined)
  0 | -24
COC(=O)c1ccc(CSc2nnc(Nc3ccc(C)cc3)s2)o1
  53 | -23
CC(=O)N1CCN(c2ccccc2NC(=O)COc2cc(C)ccc2C(C)C)CC1
  37 | -8
